# Source: PubChem BioAssay
# IL-2 act: qHTS of IL-2 Activators | IL-2 activation reporter assay, cell-based qHTS; stimulated with anti-CD3/CD4/CD28 beads; in transgenic mouse T cells | activation, % (series mostly up to about 46 µM) | 0.065% of 360,000 active | AID 652025, 2013; in the data active = activation above about 50%; inconclusive = mostly about 30% to 49%; note: 0% is about no effect
#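 Unstimulated transgenic mouse T cells; 60-min compound exposure; bead-based TCR/CD4/CD28 stimulation; 18 h culture, 37 degrees C; dual fluorescence (EGFP, DsRed) plate cytometry.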
# TGFb SMAD3 inh: qHTS for Inhibitors of TGF-b | AID 588855, 2011 | HepG2 CAGA-GFP TGF-b/SMAD3 reporter, GFP fluorescence, 18 h; TGF-beta stimulated, 500 pg/mL final | Potency, µM (top dose mostly 46.1 µM), inactives show at the highest dose activity, negative = inhibition, usual class: inhibitors | 1.2% of 410,000 active; note: potency is the fitted concentration of half-maximal effect; % is set by controls: 0 for no effect and ±100 for the full control effect; nearly all actives have a fitted effect of over 65% in size
#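 First, reporter cells (HEPG2 CAGA-GFP) rested 2 h at 37 degrees C. Next, compounds were pinned in and TGF-beta added to 500 pg/mL final. After 18 h, GFP was imaged per cell and summed per well.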
# Nrf2 inh: Nrf2 qHTS screen for inhibitors; Potency, µM (top dose mostly 46 µM), without a hit: at the top dose activity change, negative = inhibition, hits mostly inhibitors; A549 ARE-Fluc reporter, luciferase luminescence, 18-24 h; 2.1% of 360,000 active; note: potency is the fitted concentration of half-maximal effect; % is set by controls: 0 for no effect and ±100 for the full control effect; nearly all actives have a fitted effect of over 60% in size
#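 Nrf2 activity is the BugLite luminescence, read 15 min after reagent at room temperature, following CellTiter-Fluor cytotoxicity readout (30 min, 37C). Compound titrations were applied for 18-24 h to 5000 A549 ARE_Fluc cells/well in 5% FBS OPTI-MEM.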
# Nrf2 ARE act: qHTS of Nrf2 Activators | AREc32 ARE-luciferase reporter (MCF7-derived line), luminescence, 24 h | Potency, µM (highest dose often 46.1 µM), inactives show at the highest dose activation, hits mostly activators | 0.31% of 410,000 active | AID 624171, 2012; note: potency is the fitted concentration of half-maximal effect; % of control where 0% means no effect; nearly all actives have a fitted effect of over 65% in size
#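 Steps: seed AREc32_Fluc cells (1000/well, 5% FBS OPTI-MEM); incubate overnight at 37 deg C; add 23 nL compound; incubate 24 hr; add Steady-Glo; hold 30 min RT; read luminescence.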
# ATXN2 expr inh: Primary qHTS for Inhibitors of ATXN expression; Potency, µM (doses to about 57 µM), for inactives: top-dose activity change, negative = inhibition, actives largely listed as inhibitors; 0.72% of 360,000 active; AID 1745845, 2022; HEK-293 ATXN2-luciferase reporter, luminescence, 24 h; note: potency is the fitted concentration of half-maximal effect; % is set by controls: 0 for no effect and ±100 for the full control effect; nearly all actives have a fitted effect of over 55% in size
#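 ATXN2-luciferase reporter cells (luciferase flanked by upstream and downstream ATXN2 gene portions) were treated 24 h at 37 °C with compounds at up to 57 uM. SteadyGlo luminescence gave expression; GF-AFC fluorescence gave viability.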
# A549 tox: Nrf2 qHTS screen for inhibitors: counterscreen for cytotoxicity; AID 504648, 2011; A549 ARE-Fluc cells, CellTiter-Fluor viability, 18-24 h; 0.16% of 390,000 active; Potency, µM (highest dose often 46 µM), for the others: at the highest dose activity change, negative = cytotoxicity, actives largely listed as inhibitors; note: potency is the fitted concentration of half-maximal effect; % is set by controls: 0 for no effect and ±100 for the full control effect
#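 Cytotoxicity counterscreen: CellTiter-Fluor fluorescence was measured in A549 ARE_Fluc cells after 18-24 h of compound exposure in a concentration series. The subsequent BugLite luminescent read reports ARE-luciferase activity.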
# HepG2 viability: qHTS for Inhibitors of TGF-b: Cytotox Counterscreen. HepG2 CAGA-GFP viability, ATP luminescence, 18 h. Potency, µM (series often up to 46.1 µM), without a hit: at the highest dose activity change, negative = cytotoxicity, hits mostly cytotoxic. 0.76% of 410,000 active; note: potency is the fitted concentration of half-maximal effect; some results filed as inactive show a strong effect at the top dose
#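 CellTiter-Glo luminescence gave cytotoxicity after 18 hours at 37 degrees C. The cells were HepG2 CAGA-GFP in 1% FBS DMEM, stimulated with 500 pg/mL TGF-beta after compound addition. %Activity was normalised to no-cell wells (complete cell-killing) and DMSO (no toxicity), and curves were fitted and classified.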
# EPAC2 ag: qHTS for Agonist of cAMP-regulated guanine nucleotide exchange factor 4 (EPAC2): primary screen | Rap guanine nucleotide exchange factor 4 (Homo sapiens), Q8WZA2 | EPAC2 activation, biochemical qHTS; response scale: 100% = 6.5 mM cAMP response | Potency, µM (highest dose often 154 µM), for inactives: at the highest dose activation, usual class: activators | 0.079% of 360,000 active; note: potency is the fitted concentration of half-maximal effect; nearly all actives have a fitted effect of over 50% in size
# Target sequence (Q8WZA2 whole entry, looked up): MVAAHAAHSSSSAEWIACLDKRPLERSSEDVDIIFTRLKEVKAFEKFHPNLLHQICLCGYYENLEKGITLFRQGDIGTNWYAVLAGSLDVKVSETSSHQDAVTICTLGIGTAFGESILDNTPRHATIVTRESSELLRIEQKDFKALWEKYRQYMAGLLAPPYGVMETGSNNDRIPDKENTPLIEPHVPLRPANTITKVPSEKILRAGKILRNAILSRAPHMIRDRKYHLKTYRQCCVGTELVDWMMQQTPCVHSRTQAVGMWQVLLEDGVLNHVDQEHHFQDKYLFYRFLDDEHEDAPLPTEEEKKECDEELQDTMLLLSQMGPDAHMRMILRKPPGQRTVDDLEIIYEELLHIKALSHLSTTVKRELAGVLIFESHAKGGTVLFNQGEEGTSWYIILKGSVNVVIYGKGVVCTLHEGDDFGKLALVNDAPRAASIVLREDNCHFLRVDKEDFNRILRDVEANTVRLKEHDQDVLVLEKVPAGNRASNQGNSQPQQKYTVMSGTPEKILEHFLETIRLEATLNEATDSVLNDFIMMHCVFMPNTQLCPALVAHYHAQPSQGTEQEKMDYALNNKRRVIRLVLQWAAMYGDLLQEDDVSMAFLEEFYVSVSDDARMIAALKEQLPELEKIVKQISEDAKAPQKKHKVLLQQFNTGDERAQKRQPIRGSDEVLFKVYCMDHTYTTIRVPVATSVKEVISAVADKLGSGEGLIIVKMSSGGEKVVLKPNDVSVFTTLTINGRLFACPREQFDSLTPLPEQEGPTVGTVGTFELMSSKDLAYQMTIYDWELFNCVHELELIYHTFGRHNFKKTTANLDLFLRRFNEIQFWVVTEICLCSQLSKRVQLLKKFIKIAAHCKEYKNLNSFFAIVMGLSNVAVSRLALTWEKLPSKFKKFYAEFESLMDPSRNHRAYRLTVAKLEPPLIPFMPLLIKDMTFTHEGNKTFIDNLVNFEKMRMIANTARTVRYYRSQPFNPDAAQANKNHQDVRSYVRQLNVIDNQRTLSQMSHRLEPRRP
#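 Each well held 100 nM EPAC2, 250 nM RAP1B-BODIPY-GDP and 50 uM GDP. Fluorescence, read at 5-min intervals to 30 min, was referenced to a 6.5 mM cAMP positive control.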
# S2 tox: Viability Counterscreen for Primary qHTS for Inhibitors of ATXN expression; 0.49% of 400,000 active; S2 cells (HEK-293 line with an ATXN2-luciferase reporter) viability, CellTiter-Fluor protease fluorescence, 24 h; Potency, µM (top dose mostly 56.7 µM), usual class: cytotoxic; note: potency is the fitted concentration of half-maximal effect; nearly all actives have a fitted effect of over 40% in size
# An asterisk follows results filed as active; i = inactive; ? = inconclusive; . = not tested or not shown; & = joins results of further samples; [ ] = dose if it differs, or a comment. Unless noted, calls come from the whole dose curve; as a rule, active = well fitted curve in the direction sought with a large enough effect; inconclusive = small, poorly fitted or top-dose-only effect, or another doubt; inactive = no such curve, though single readings can be large; an effect the other way counts as inactive or inconclusive.
SMILES,IL-2 act,TGFb SMAD3 inh,Nrf2 inh,Nrf2 ARE act,ATXN2 expr inh,A549 tox,HepG2 viability,EPAC2 ag,S2 tox
COc1cc(/C=C/C(=O)Nc2cc(S(=O)(=O)N3CCOCC3)ccc2N2CCCC2)cc(OC)c1OC,-1.7,-2%,-27%,14%,50%[activator],5%,-12%,1%,i
O=C(NC1CCN(S(=O)(=O)c2ccc(Cl)c(F)c2)CC1)c1cccnc1,-0.3,6%,-12%,0.1%,-14%,-8%,7%,12%,i
CC(C(=O)Nc1cc(C(F)(F)F)ccc1Cl)n1nnc2sc3c(c2c1=O)CCCC3 (stereo not drawn),.,-7%,5%,-1.1%,-7%,6%,-7%,.,i
COc1ccc(NC(=O)CC2C(=O)N(C)C(=S)N2Cc2ccc3c(c2)OCO3)cc1 (stereo not drawn),-0.8,-18%,-21%,-0.2%,-6%,3%,3%,-1%,i
NS(=O)(=O)c1ccc(-c2ccc(C=C3C(=O)c4ccccc4C3=O)o2)cc1,-2.8,6%,4%,-1.1%,10%,-2%,5%,4%,i
O=C1C(=O)N(c2nccs2)C(c2ccccc2F)/C1=C(\O)c1ccc2c(c1)OCCO2 (stereo not drawn),0.1,?,?,0.2%,-24%,?,-58%,7%,?
CCOc1ccc(C2C(C(=O)Nc3ccccc3C)=C(C)Nc3nnnn32)cc1 (stereo not drawn),.,-19%,8%,4.9%,-7%,-5%,3%,.,i
O=C(COC(=O)c1ccc(Br)cc1)Nc1cccnc1Cl,-0.5,0%,5%,3.5%,6%,0%,0%,-1%,i
CCOC(=O)/C(C#N)=C\c1ccc(OCC(=O)Nc2ccc(C)cc2C)c(OC)c1,2.8,-1%,3%,1.9%,-17%,-5%,1%,-24%,i
Cc1cc(NC(=O)Nc2cccs2)no1,-0.7,5%,?,4.7%,13%,0%,4%,0%[15.6 µM],i
CCOC(=O)c1nc(NCc2ccccc2C)c2ccccc2n1,-1.5,2%,-24%,-0.1%,-21%[11.3 µM],-3%,2%,2%,i
COc1ccc(CC(=O)OC(C)C(=O)NCc2ccc3c(c2)OCO3)cc1OC (stereo not drawn),-2.8,19%,-2%,-0.6%,7%,-4%,-17%,9%,i
Cc1cccnc1NC(=O)c1cc2ccccc2oc1=O,0.7,6%,?,30%,46%[activator],0%,-22%,-6%,i
COC(=O)c1c(C)[nH]c(C(=O)NCc2ccco2)c1C,0.1,-5%,?,5.7%,-3%,8%,-36%,-3%,i
O=C(CN1C(=O)NC(Cc2c[nH]c3ccccc23)C1=O)NCC(F)(F)F (stereo not drawn),-0.5,-14%,1%,-0.3%,-12%,0%,-7%,5%,i
COc1ccc(-c2noc(COc3cc(C)c(Br)c(C)c3)n2)cc1OC,.,?,0%,-1.0%,-5%,-2%,-34%,.,i
CCOC(=O)c1ncn2c1[C@@H]1CCNC1C(=O)c1cc(OC)ccc1-2 (stereo partly drawn),-0.1,2%,-19%,-1.0%,0%,-18%,-1%,2%,i
Cc1cccc(N2C(=O)CSC23CCCCC3)c1,0.6,-2%,10%,0.4%,.,12%,-2%,0%,i
Cc1ccc(S(=O)(=O)N2CCOC2CNC(=O)C(=O)NCC(C)C)cc1 (stereo not drawn),-0.4,-2%,-17%,0.2%,-2%,2%,-6%,-1%,i
O=C(COC(=O)/C=C/c1cccc([N+](=O)[O-])c1)Nc1ccc(Cl)cn1,0.2,-3%,-1%,4.4%,-1%,5%,0%,6%,i
Cc1cccc(-c2nc3c(c(=O)c4ccccc4n3C)c(=O)n2-c2ccccc2)c1,0.8,12%,-4%,0.3%,6%,-6%,-1%,0%,?
COc1ccc(C(=O)CSc2nnc(-c3cccnc3)n2Cc2ccco2)cc1,1.0,2%,13%,-0.6%,-6%,-5%,-8%,4%,i
COc1ccc(OC)c(NC(=O)C(CC(=O)O)Cc2ccc(Cl)cc2)c1 (stereo not drawn),-0.4,-11%,-9%,-0.5%,3%,-5%,10%,10%,i
CSc1ccccc1OCc1cc(C(=O)NCc2cnc(C)cn2)no1,-0.2,-15%,0%,0.3%,4%,-7%,0%,3%,?
CCn1ncc(CNC(=O)CCCSc2nc(-c3ccco3)cc(C(F)(F)F)n2)c1C,0.7,-11%,?,-0.7%,1%,-4%,-42%,-6%,i
NC(=O)C1CCN(C(=O)c2cc(S(=O)(=O)N3CCOCC3)ccc2Cl)CC1,-3.1,4%,3%,-1.0%,-16%,6%,-16%,14%,i
N#Cc1ccsc1NC(=O)CCc1ccccc1,0.8,-1%,?,2.8%,21%,-20%,4%,8%,?
COCc1cc(C)nc2oc(C(=O)c3ccccc3)c(N)c12,-0.6,17%,0%,8.1%,13%,0%,6%,1%,.
O=C(CNC(=O)N1CC(=O)Nc2ccccc21)Nc1cccc(F)c1,-1.1,4%,-9%,3.2%,0%,-4%,5%,2%,i
Cc1ccc(NS(=O)(=O)c2ccc(C(=O)NCC(c3ccco3)N3CCCCC3)cc2)cc1 (stereo not drawn),-2.1,6%,-4%,1.9%,1%,-15%,-5%,-3%,i
CCCCNc1nc(-c2ccccc2)nc(-n2ccnc2)n1,-0.7,-7%,-28%,0.8%,-24%,-6%,-2%,-1%,i
COc1cccc(CNn2cnnc2)c1OCc1ccccc1F,-1.8,29%,?,-0.2%,3%,-12%[1.84 µM],-32%,11%,i
COc1ccc(CCNC(=O)C(C)n2nc(C)c3sc4ccccc4c3c2=O)c(OC)c1 (stereo not drawn),.,.,-12%,0.3%,.,-19%,0%,.,.
Cc1ccc(OCc2n[nH]c(=S)n2-c2ccc(Cl)cc2)cc1,-1.0,-3%,-10%,0.3%,-19%,1%,-13%,13%,i
Cc1ccc(S(=O)(=O)NC2CCOC(C)(C)C2)cc1 (stereo not drawn),0.0,7%,-5%,-0.3%,0%,-2%,-31%,3%,i
O=C(O)COc1ccc(/C=C/C(=O)c2ccc3ccccc3c2)cc1,0.4,-28%,-22%,?,-7%,-9%,-28%,9%,i
O=C(CN1C(=O)C2CC=CCC2C1=O)Nc1nc2ccccc2s1 (stereo not drawn),-0.1,0%,1%,-0.9%,18%,0%,-15%,3%,i
CCC1=C(OC(=O)N(CC)CC)N2C(=O)OC(=NCC3CC3)[C@]2(C)[C@H]2C1=CC[C@H]1C(=O)N(CC(=O)OC)C(=O)[C@H]12,0.1,5%,4%,-0.6%,2%,-14%,-11%,4%,i
COc1ccc(C(=O)c2oc3nc(C)cc(C)c3c2N)cc1,-1.2,-5%,14%,3.8%,12%,-6%,-2%,-4%,i
CCCCc1c(C)c(C#N)c2nc3ccccc3n2c1NCCN(C)C,-0.5,-17%,6.5µM*,-1.0%,-6%,6.5µM*,-11%,10%,i

# Retrieved by structure from the entries so far:
SMILES,IL-2 act,TGFb SMAD3 inh,Nrf2 inh,Nrf2 ARE act,ATXN2 expr inh,A549 tox,HepG2 viability,EPAC2 ag,S2 tox
CCCCc1c(C)c(C#N)c2nc3ccccc3n2c1NCCN(C)C,-0.5,-17%,6.5µM*,-1.0%,-6%,6.5µM*,-11%,10%,i
CCCCNc1nc(-c2ccccc2)nc(-n2ccnc2)n1,-0.7,-7%,-28%,0.8%,-24%,-6%,-2%,-1%,i
Cc1ccc(S(=O)(=O)NC2CCOC(C)(C)C2)cc1 (stereo not drawn),0.0,7%,-5%,-0.3%,0%,-2%,-31%,3%,i

# (further entries)
SMILES,IL-2 act,TGFb SMAD3 inh,Nrf2 inh,Nrf2 ARE act,ATXN2 expr inh,A549 tox,HepG2 viability,EPAC2 ag,S2 tox
Cc1ccc(S(=O)(=O)Nc2ccccc2CNc2c(C)n(C)n(-c3ccccc3)c2=O)cc1,-1.0,3%,-27%,-0.6%,6%,4%,-3%,18%,i
O=C(O)CCCCCn1c(SCC(=O)c2ccc(O)c(O)c2)nc2ccsc2c1=O,-0.2,-3%,-6%,0.1%,4%,-4%,9%,-2%,i
COc1ccc(NC(=O)COC(=O)CCC2CCCCC2)cc1,0.7,3%,1%,-0.2%,0%,2%,9%,0%,i
O=C(C1=C[C@@H](C2CC2)C[C@@H](OCc2ccc(CO)cc2)O1)N1CCOCC1,-0.3,-22%,20%,0.4%,8%,-8%,-7%,4%,i
Cc1ccc(N(CC(=O)NCc2ccco2)S(=O)(=O)c2ccccc2)cc1,-0.8,-1%,2%,0.5%,-5%,4%,6%,7%,i
c1csc(-c2noc(CN3CCOCC3)n2)c1,1.0,0%,?,2.7%,45%[activator],0%,9%,7%,i
CCc1cccc(NC(=O)C2CCCN2S(=O)(=O)c2ccc3c(c2)n(C)c(=O)c(=O)n3C)c1 (stereo not drawn),-1.6,-1%&3%,0%&-3%,-0.5%&0.1%,3%&10%,-2%&4%,-5%&0%,3%,i
O=C(N1CCCC1)C12CC3CC(CC(C3)C1)C2,-4.4,2%,-14%,-0.3%,-7%,-4%,-8%,14%,i
CCCCn1cc(S(=O)(=O)c2ccc(OC)cc2)c(=O)c2cc(F)c(N3CCCC3)cc21,.,1%,?,0.3%,.,8%,-28%,.,.
CCCCn1c(N)c(N(C(=O)CSc2nnnn2-c2ccc(C)cc2)C2CCCC2)c(=O)[nH]c1=O,0.6,-7%,3%,2.2%,3%,-14%,-2%,-10%,i
COc1ccc(C2CC(c3ccc(Br)cc3)=NN2C(=O)CCC(=O)O)cc1OC (stereo not drawn),0.2,8%,-3%,0.3%,-5%,-9%,-1%,4%,i
CCOC(=O)Cc1csc(NC(NC(=O)CC)(C(F)(F)F)C(F)(F)F)n1,0.0,0%,.,0.5%,-4%,4%,8%,15%,i
COc1ccc(-c2noc(CN3CCCCC3)n2)cc1OC,0.4,17%,21%,-0.1%,18%,?,-44%,0%,i
